Screening data from PubChem.
Measles CPE = compounds protecting cells from measles virus cytopathic effect, primary screen, measles RdRp inhibitor project, single point, MLSMR library, absorbance; 140,000 tested, 1.5% active; AID 841, 2007; protection (pct of control), % at 4 µM; Measles virus-infected cells, CPE protection; in the data active = protection mostly above about 24%, no sharp cut-off; inactive = mostly below about 26%; note: some compounds called inactive have numbers as strong as hits
Phagocytosis inh = inhibitors of macrophage phagocytosis, primary screen, imaging, J774A.1 cells, IgG beads | inhibition, % at 5 µM | AID 1029, 2008 | 110,000 tested, 0.07% active | J774A.1 macrophage IgG-bead phagocytosis;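 active = inhibition above the mean of the plate negative controls plus 5 SD, cut at about 13% in these data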;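 note: phagocytic index as fraction of beads internalized from green versus red external bead signal; plate controls were DMSO negative control for no effect and cytochalasin-D positive control for full effect; some results beyond the cut were filed as inactive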
Yeast life ext = compounds extending yeast replicative lifespan, primary screen, S. cerevisiae, OD615 | S. cerevisiae growth with nicotinamide; deaD strain in restrictive glucose medium | AID 775, 2007 | inhibition of the nicotinamide effect, % at 10 µM | 130,000 tested, 0.68% active;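 active = inhibition above a set limit, placed 3 SD over the median of all compounds, cut at about 26% in these data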;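 note: 0% = nicotinamide-treated wells and 100% = cells grown without nicotinamide; some compounds called inactive have numbers as strong as hits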
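Assay system: engineered S. cerevisiae DeaD replicative-lifespan strain, galactose-grown log-phase cells; Buffer or medium: CSMM-D glucose medium, restrictive; Probe or stimulus: nicotinamide 1.5 mM; Compound: single dose 10 µM compound, 0.25% DMSO; Schedule: 4 h preincubation then 48 h treatment at 30 °C; Technique: OD615 measurement.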
HCT116 bCat-KO = primary screen for growth suppressors in beta-catenin knockout HCT116 cells (colon tumor, human). HCT116 beta-catenin knockout viability, CellTiter-Glo, 60 h; active compounds read low. viability, % at 10 µM. 140,000 tested, 1.5% active;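 active = viability at or under a set limit, the compound median less 4 SD, cut at about 6% in these data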;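 note: 0% = Hyamine 1622 control at 20 µM and 100% = untreated cell control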
MRP-1 activ = H69AR viability gain despite doxorubicin, primary screen, MRP-1 activator project, H69AR cells, CellTiter-Glo. viability increase, % at 10 µM. viability rescue. 140,000 tested, 0.61% active;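 active = viability gain under doxorubicin at or above a set limit, the compound median plus 3 SD, cut at about 4.7% in these data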;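 note: MRP-1 overexpressing cells given doxorubicin 25 µM after compound pretreatment; 18-22 h compound pretreatment then 72 h with doxorubicin before readout; 0% = doxorubicin-only wells and 100% = vehicle-treated cells without doxorubicin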
NPY-Y2 antag = NPY-Y2 receptor antagonists, primary screen, cell-based; NPY-Y2 expressing cells, antagonist mode; Neuropeptide Y receptor type 2 (Homo sapiens), P49146; 140,000 tested, 0.99% active; inhibition, % at 2.7 µM; in the data active = inhibition above about 17%;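 note: 0% = vehicle with agonist challenge and 100% = reference antagonist with challenge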
Target sequence (P49146 whole entry, looked up): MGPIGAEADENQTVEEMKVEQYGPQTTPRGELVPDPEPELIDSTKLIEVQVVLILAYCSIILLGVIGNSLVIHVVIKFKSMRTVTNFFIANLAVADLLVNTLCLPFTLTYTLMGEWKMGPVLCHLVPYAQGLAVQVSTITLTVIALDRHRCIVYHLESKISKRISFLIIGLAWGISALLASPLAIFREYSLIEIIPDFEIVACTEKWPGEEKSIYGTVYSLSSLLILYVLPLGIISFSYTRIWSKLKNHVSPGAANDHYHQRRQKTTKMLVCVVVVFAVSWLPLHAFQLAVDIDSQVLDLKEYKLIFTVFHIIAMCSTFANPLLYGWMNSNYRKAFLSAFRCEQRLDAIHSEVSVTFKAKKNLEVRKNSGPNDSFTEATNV
Yeast growth inh = growth inhibitors of yeast BB579 in restrictive medium, primary screen, yeast lifespan-shortening project, S. cerevisiae. inhibition, % at 10 µM. 140,000 tested, 0.51% active. OD615, 48 h. AID 804, 2007;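 active = inhibition above a set limit, 3 SD over the mean compound inhibition, cut at about 44% in these data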; note: inactives centre near -24
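controls = amphotericin B 10 µg/mL, positive | assay system = DeaD yeast strain BB579 | schedule = 48 h compound exposure at 30 °C after 4 h preincubation | detection = OD615 turbidity measurement | medium = restrictive CSMM-D medium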
GALR2 antag = GALR2 antagonists in receptor-expressing cells, primary screen | 140,000 tested, 0.39% active | inhibition, % at 4 µM | Galanin receptor type 2 (Homo sapiens), O43603 | antagonist mode; in the data active = inhibition above about 27%;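 note: cells stimulated with galanin 1-16 at roughly its EC80; 0% = agonist challenge control and 100% = basal control without agonist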
Target sequence (O43603 whole entry, looked up): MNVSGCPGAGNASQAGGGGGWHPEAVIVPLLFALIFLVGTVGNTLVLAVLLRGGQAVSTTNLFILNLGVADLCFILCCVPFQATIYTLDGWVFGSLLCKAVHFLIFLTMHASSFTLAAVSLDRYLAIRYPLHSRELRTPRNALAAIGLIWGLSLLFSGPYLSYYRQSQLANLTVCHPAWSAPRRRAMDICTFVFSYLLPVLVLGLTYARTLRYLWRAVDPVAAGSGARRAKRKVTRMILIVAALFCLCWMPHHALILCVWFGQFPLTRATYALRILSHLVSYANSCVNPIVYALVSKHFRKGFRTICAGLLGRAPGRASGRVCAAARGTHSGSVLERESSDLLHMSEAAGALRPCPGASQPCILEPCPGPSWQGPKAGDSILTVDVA
E-sel TNF inh = E-selectin induction blockers in HUVEC – imaging, immunofluorescence, high content, primary screen | HUVEC TNFa-induced E-selectin immunofluorescence | inhibition, % at 2 µM | 120,000 tested, 0.71% active;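 active = inhibition above the batch mean plus 3 SD, and confirmed as a hit on visual image review, cut at about 43% in these data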;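 note: 0% = TNF-stimulated DMSO wells and 100% = unstimulated control wells; not every result past the cut was called active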
HCT116 PTEN-null = growth suppression of PTEN-null HCT116, primary screen, cell-based, CellTiter-Glo; HCT116 PTEN-null viability, 60 h; active compounds read low; viability, % at 10 µM; 140,000 tested, 1.2% active; AID 827, 2007;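 active = viability at or below a set limit, 4 SD under the median of all tested compounds, cut at about 3.7% in these data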;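 note: PTEN knockout HCT116 line with beta catenin targeted HCT116 as companion control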
The depositor's hits bear a star; . = no result given.

SMILES | Measles CPE | Phagocytosis inh | Yeast life ext | HCT116 bCat-KO | MRP-1 activ | NPY-Y2 antag | Yeast growth inh | GALR2 antag | E-sel TNF inh | HCT116 PTEN-null
O=S(=O)(c1ccc(F)cc1)c1nc(-c2ccco2)oc1Nc1ccc(F)cc1 | 25 | -15 | -2 | 81 | 1.6 | 8 | -5 | 3 | . | 73
CCOC(=O)c1ccccc1NC(=O)c1cccc(F)c1 | 7 | 0 | -7 | 87 | -1.1 | 6 | 10 | 0 | -4 | 84
O=C1C2=C(CCCC2)C(=O)N1c1cccc(OCCBr)c1 | 7 | -4 | -2 | 92 | -2.9 | 1 | -39 | 5 | 14 | 102
COc1ccc(C)cc1N(C(=O)CNC(=O)c1ccco1)C(C(=O)NC1CCCC1)c1cccnc1 (stereo not given) | 4 | -1 | 1 | 91 | -0.8 | -1 | -68 | -7 | 19 | 97
COc1cc(CNn2cnnc2)ccc1OCC(=O)NC(C)(C)C | 9 | 0 | 8 | 80 | -1.6 | 2 | -32 | -5 | -3 | 96
CCCCCCCC[n+]1cccc(C(=O)N(CC)CC)c1 | 4 | -1 | 3 | 89 | -1.2 | 3 | -24 | -7 | . | 89
O=C(O)C1CCCN(C(=O)NCc2ccccc2)C1 (stereo not given) | 6 | -3 | -18 | 98 | -0.7 | 1 | 15 | 3 | -26 | 101
Cc1cc(C(=O)Nc2cccc(O)c2)c(C)o1 | 14 | 2 | -13 | 85 | -1.1 | 2 | -68 | 4 | -18 | 94
O=C1CCCc2ccccc2N1Cc1ccc(Cl)cc1Cl | 8 | 0 | -6 | 69 | -2.1 | 8 | -38 | 4 | -4 | 77
COc1cc(NC(=S)NCCC(c2ccccc2)c2ccccc2)c(OC)cc1Cl | 38* | -8 | 0 | 78 | -3.6 | 3 | -2 | 1 | . | 65
COC(=O)C1=C(C)N(Cc2ccco2)C(=O)N[C@@H]1c1ccccc1 | 10 | . | 2 | 90 | -2.7 | 1 | -8 | 2 | -35 | 91
CCn1c(SCc2nc(N)nc(N3CCCCC3)n2)nc2c1c(=O)n(C)c(=O)n2C | 5 | -9 | -3 | 88 | -2.9 | 1 | -7 | 5 | . | 86
Cc1ccc(CNC(=O)COc2ccccc2-c2ccccc2)cc1 | 19 | 7 | 3 | 85 | -0.7 | 13 | -15 | 7 | . | 86
COC(=O)c1ccc(OCC2c3cc(OC)c(OC)cc3CCN2C(=O)c2ccco2)cc1 (stereo not given) | 6 | -2 | -6 | 69 | -4.0 | 14 | -25 | 19 | -14 | 60
O=C(NC1CCCCC1)C1Cc2ccccc2CN1S(=O)(=O)c1ccc(F)cc1 (stereo not given) | 7 | . | . | 68 | -1.9 | 7 | 1 | 11 | 17 | 76
CCOC(=O)/C=C1\SCC(=O)N1CC(=O)NC12CC3CC(CC(C3)C1)C2 | 12 | 0 | 4 | 111 | -1.6 | 2 | 12 | 8 | -8 | 92
CCCOC(=O)CSc1nnc(-c2cc(OC)c(OC)c(OC)c2)o1 | 6 | 2 | -8 | 83 | 0.3 | 2 | -39 | -15 | . | 79
Cc1ccc(NC(=O)CN(C)C(=O)CSc2ncc(C(F)(F)F)cc2Cl)cc1 | 7 | -1 | 12 | 94 | -1.4 | 4 | -42 | -16 | . | 85
Cc1ccc(NC(=O)Cc2ncc(C(F)(F)F)cc2Cl)cc1Cl | 8 | -4 | -18 | 98 | -2.0 | 7 | -35 | -16 | -26 | 87
O=C(CNC(=O)OCc1ccccc1)NC1CCCCCCC1 | 7 | 3 | 0 | 90 | -2.5 | 0 | -20 | -11 | . | 97
CCN(CC)CCn1c(NCc2cc(OC)ccc2OC)nc2ccccc21 | 11 | . | . | 59 | -3.2 | 15 | -28 | -4 | -1 | 62
Cc1onc(-c2ccccc2)c1-c1nc2ccccc2c(=O)o1 | 16 | . | 2 | 98 | 0.5 | 8 | -9 | 0 | -3 | 96
Cc1ccc2c(CN3CCN(CCO)CC3)cc(=O)oc2c1C | 6 | -1 | -7 | 93 | -1.6 | 6 | -26 | -23 | 15 | 105
COc1ccc(/C=N\N=C2/SC(CC(=O)O)C(=O)N2c2ccc(O)cc2)cc1 (stereo not given) | 22 | -2 | -6 | 95 | -1.0 | -2 | 1 | 10 | -6 | 103
COc1ccc(CC(=O)NNC(=S)Nc2ccc(Br)cc2)cc1 | 39 | -1 | 8 | 100 | -0.4 | 5 | 15 | 6 | 9 | 96
COc1cc(C(=O)NCc2nnc(SCC(=O)NCc3ccccc3)o2)cc(OC)c1OC | 6 | -1 | 3 | 104 | -0.8 | -1 | -43 | -4 | 8 | 94
O=C(CN(c1ccccc1)S(=O)(=O)c1ccccc1)N/N=C/c1ccc(OC2CSC2)cc1 | 5 | -8 | -2 | 66 | -0.4 | 7 | -49 | -11 | . | 73
CC(OCc1ccccc1)C(NC(=O)OC(C)(C)C)C(=O)NCC1CCCO1 (stereo not given) | 17 | 0 | -7 | 92 | 1.1 | -2 | -17 | -2 | -12 | 92
Cc1ccc(NC(=O)C2COc3ccccc3O2)nc1 (stereo not given) | 14 | -1 | -13 | 109 | -1.1 | 0 | -26 | 9 | -5 | 105
CCC(C)[C@@H](C(=O)Nc1ccc2c(c1)OCO2)N1Cc2ccccc2C1=O (stereo not given in full) | 20 | 1 | 0 | 83 | -2.5 | 3 | 2 | 2 | -7 | 84
COC(=O)C(NC(C)=O)(Nc1sc2c(c1C(N)=O)CCCC2)C(F)(F)F (stereo not given) | 11 | 0 | -5 | 80 | -0.3 | 4 | 5 | -16 | 8 | 80
CCCN(CCC)CCCNC(=O)c1ccc2c(c1)N(CC)C(=O)c1ccccc1S2=O (stereo not given) | 13 | 0 | -7 | 95 | -3.3 | -1 | 4 | 1 | 6 | 91
CCCCNC(=O)CN(CCc1ccccc1)S(C)(=O)=O | 21 | -2 | -3 | 99 | 0.7 | 3 | -9 | -6 | -5 | 97
Cc1ccc(C(=O)ON=C2CCN(S(=O)(=O)c3ccccc3)CC2)cc1 | 52 | . | -15 | 101 | -1.4 | 2 | -27 | -10 | -1 | 98
Fc1ccc(CSc2nc3ccccc3[nH]2)cc1 | 4 | . | -15 | 54 | -3.1 | 2 | -42 | -9 | 0 | 59
COc1ccc(-c2c(C#N)c(SCC(=O)c3cc4ccccc4oc3=O)nc(C)c2C(=O)Nc2ccccc2)cc1 | 11 | -6 | 7 | 3.2* | -6.4 | 1 | -31 | -6 | -6 | 4
Cc1ccc(C(=O)OCC(=O)N2CC(=O)Nc3ccccc32)s1 | 9 | -2 | -14 | 103 | -2.8 | 1 | -39 | 0 | . | 95
CCn1c(Cn2nnc(-c3ccccc3)n2)nnc1SCC(=O)Nc1cccc(C)c1C | 6 | 0 | -15 | 81 | 0.3 | 6 | -50 | 4 | . | 82
O=S(=O)(Nc1ccc(N2CCOCC2)cc1)c1ccc(Cl)s1 | 2 | 0 | -13 | 102 | -1.3 | 0 | -24 | 0 | 11 | 103
COC(=O)c1ccc2c(=O)n(C3CCCCC3)c(SCC#N)nc2c1 | 8 | 0 | -11 | 84 | -1.9 | 4 | -25 | -37 | . | 87
COc1cccc(-n2c(SCC(=O)NCCC3=CCCCC3)nc3n[nH]c(C)c3c2=N)c1 | 5 | . | -19 | 36 | -6.8 | 5 | 12 | 2 | . | 53
O=C(O)c1ccc(CSc2nnc(SCc3ccccc3)s2)cc1 | 18 | 1 | -20 | 85 | 1.0 | 1 | -29 | 3 | 33 | 90
CCOC1CCCCC1NS(=O)(=O)c1ccc(Cl)cc1 (stereo not given) | 3 | 0 | -10 | 79 | -1.5 | 1 | -24 | 14 | -37 | 84
O=C(O)c1ccccc1N(Cc1ccccc1)C(=O)CO/N=C/c1ccccc1 | 14 | -12 | 3 | 92 | -1.6 | 15 | -30 | -3 | . | 96
Cc1cccc(C)c1N1CCN(S(=O)(=O)N2CCOCC2)CC1 | 5 | -1 | -1 | 88 | -2.7 | 5 | -24 | -22 | -13 | 85
Cc1ccc(C)c(CSc2nnc(-c3ccccn3)n2N)c1 | 12 | 0 | -4 | 93 | -0.7 | 5 | -24 | 0 | -36 | 90
CC1CC(Nc2ccccc2)c2ccccc2N1C(=O)c1cccnc1 (stereo not given) | 10 | . | . | 71 | -3.7 | 7 | -54 | -11 | 30 | 70
CCCCN(Cc1cc2cc(OC)ccc2[nH]c1=O)C(=O)c1ccco1 | 9 | -1 | -8 | 89 | -2.9 | 4 | -36 | -2 | 5 | 86

Some values from above:
MRP-1 activ, COc1cccc(-n2c(SCC(=O)NCCC3=CCCCC3)nc3n[nH]c(C)c3c2=N)c1 is entered as -6.8
HCT116 PTEN-null, CCOC1CCCCC1NS(=O)(=O)c1ccc(Cl)cc1 (stereo not given) is entered as 84

More records:
SMILES | Measles CPE | Phagocytosis inh | Yeast life ext | HCT116 bCat-KO | MRP-1 activ | NPY-Y2 antag | Yeast growth inh | GALR2 antag | E-sel TNF inh | HCT116 PTEN-null
CC(=O)NCCn1c(SCC(=O)NCCC(C)C)nc2ccccc2c1=O | 60* | . | -11 | 103 | -2.6 | 0 | -18 | -5 | 14 | 102
OC1(c2ccc(F)cc2)CCN(Cc2nnnn2Cc2cccs2)CC1 | 10 | -1 | -9 | 95 | -1.8 | 2 | -19 | 7 | 1 | 90
C=CCSc1nc(C)c2cc(C)cc(C)c2n1 | 3 | . | -13 | 75 | -1.3 | 6 | -34 | -7 | 9 | 73
O=C(CSc1nc2ccccc2c(=O)n1NC(=O)Cc1ccccc1)NCc1ccco1 | 3 | 1 | -20 | 81 | -4.2 | -1 | -29 | 3 | 14 | 86
O=C(CCCN1C(=O)c2ccccc2C1=O)Nc1ccccc1C(=O)N1CCOCC1 | 2 | 1 | -20 | 116 | -2.3 | -2 | -18 | 0 | -36 | 103
CCOC(=O)CNc1c(-c2ccc(Cl)cc2)nc2cnccn12 | 7 | 0 | -6 | 100 | 0.9 | 0 | -58 | 22 | . | 103
COc1ccc(CN2CC(=O)N(c3ccc(C)cc3)C2=S)cc1OC | 4 | -9 | 1 | 87 | -2.1 | 0 | -53 | -1 | -1 | 86
O=C1N=C(N2CCN(c3ccccc3)CC2)S/C1=C\c1cn[nH]c1-c1ccccc1 | 29* | -4 | 3 | 91 | -1.1 | 14 | -3 | 9 | 3 | 80
C=CCn1c(SCC(=O)c2c(N)n(C)c(=O)n(C)c2=O)nc2sc(C)c(C)c2c1=O | 0 | 2 | -19 | 99 | -2.6 | 3 | -6 | 2 | . | 94
